# Compound activity: PubChem, several laboratories
# MrgX1 agonist: agonists of human MrgX1 receptor; AID 588627; MrgX1-HEK293 cells, Fluo-4 calcium fluorescence, agonist mode; active compounds read high; hit rate 0.44% among 310,000; B-score at 10 µM; Q96LB2;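 active = calcium response B-score plate-corrected fluorescence ratio at least 3 library SD, with starting fluorescence B-score inside 5 SD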
#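 Assay system: MrgX1-expressing HEK293 cells / Amount: fifteen thousand cells per well / Doses: test compound in the initial addition of three / Timing: cells plated overnight, dye loaded 0.5 h 37 °C, 0.5 h room temperature / Technique: kinetic calcium dye fluorescence, Fluo-4 NW / Control set: positive and negative controls per plate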
# AI-2 QS mod: modulators of Vibrio harveyi AI-2 quorum sensing system | activity change, % at 7.5 µM | hit rate 0.4% among 300,000 | AID 2094 | Vibrio harveyi JMH597 AI-2 luminescence/OD600 ratio, 9 h; active compounds read low; strain lacks LuxN and CqsS sensors; 0 = neutral-control median; in the data active = activity change below about -75%, passing the limit was not always enough;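 note: luminescence divided by OD600 gain over 9 h not by final OD600 alone; inactives centre near 13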
# HIF activator: HIF pathway transcriptional activation; U2OS HRE-luciferase reporter, luminescence; normalized: DMSO 0%, desferrioxamine 100%; activation, % at 7.5 µM (by protocol); hit rate 0.32% among 300,000;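 active = mean activation of at least 10% of the iron chelator positive control signal, with at least half of replicates also reaching 10%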
# TRPC4 block: inhibitors of mouse TRPC4 channel; Q9QUQ5; HEK293 TRPC4beta/mu-opioid, DAMGO-evoked Fluo4 calcium flux; active compounds read low; B-score at 10 µM; hit rate 0.39% among 300,000; AID 2247;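 active = B-score over 3 SD under the library average, no early fluorescence shift, positive overall ratio signal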
# Target sequence (Q9QUQ5 whole entry, looked up): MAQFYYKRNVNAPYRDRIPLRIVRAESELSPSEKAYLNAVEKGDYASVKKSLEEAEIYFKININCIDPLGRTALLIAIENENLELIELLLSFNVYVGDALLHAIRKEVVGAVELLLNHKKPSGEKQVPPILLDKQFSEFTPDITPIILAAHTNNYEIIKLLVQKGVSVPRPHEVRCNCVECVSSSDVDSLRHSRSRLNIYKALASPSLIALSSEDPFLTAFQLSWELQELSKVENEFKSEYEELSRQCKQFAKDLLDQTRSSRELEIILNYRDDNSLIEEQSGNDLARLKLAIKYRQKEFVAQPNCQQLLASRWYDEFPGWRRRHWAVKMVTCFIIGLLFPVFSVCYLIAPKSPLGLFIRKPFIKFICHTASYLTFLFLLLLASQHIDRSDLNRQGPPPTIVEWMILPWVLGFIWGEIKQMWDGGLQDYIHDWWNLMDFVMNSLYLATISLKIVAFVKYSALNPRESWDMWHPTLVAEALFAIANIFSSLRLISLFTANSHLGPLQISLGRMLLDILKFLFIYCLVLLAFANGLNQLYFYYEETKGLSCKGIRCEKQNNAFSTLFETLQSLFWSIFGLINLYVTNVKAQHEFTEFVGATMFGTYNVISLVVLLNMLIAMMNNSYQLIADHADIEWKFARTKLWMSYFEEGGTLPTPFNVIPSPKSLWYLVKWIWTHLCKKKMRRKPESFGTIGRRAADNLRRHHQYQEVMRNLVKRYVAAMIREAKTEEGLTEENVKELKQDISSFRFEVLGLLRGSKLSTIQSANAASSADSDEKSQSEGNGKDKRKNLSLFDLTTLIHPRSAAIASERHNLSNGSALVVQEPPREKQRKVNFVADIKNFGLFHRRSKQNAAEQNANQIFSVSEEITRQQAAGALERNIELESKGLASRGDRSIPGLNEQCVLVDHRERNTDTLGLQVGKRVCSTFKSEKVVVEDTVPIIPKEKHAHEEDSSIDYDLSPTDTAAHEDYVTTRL
#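 System: stable TRPC4beta/mu-opioid receptor HEK293 cells; Dosing: single-point compound dosing; Measured by: Fluo4 Ca2+ flux fluorescence; Read-out basis: per-well B score of integrated baseline-normalized Fluo4 ratio.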
# MrgX1 antagonist: antagonists of human MrgX1 receptor | Q96LB2 | MRGX1-HEK293 calcium flux, Fluo-4, BAM8-22 antagonism; active compounds read low | B-score at 10 µM | hit rate 1.3% among 310,000 | AID 588676;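 active = calcium-response B-score plate-corrected more than 3 library SD below zero, starting fluorescence within 5 deviations, no agonist response on first addition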;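 note: peak minus trough fluorescence over baseline after final BAM8-22 challenge near maximal dose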
# TRPC4 potent: allosteric potentiators of mouse TRPC4 channel; Q9QUQ5; B-score at 10 µM; HEK293 TRPC4beta/mu-opioid, DAMGO EC20, Fluo-4 Ca2+ flux; active compounds read high; hit rate 0.42% among 310,000; AID 2227;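 active = B-score of calcium response area above 5 SD of library B-scores, with initial fluorescence ratio within 5 SD of library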;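 note: B-score of integrated fluorescence ratio over time as area under calcium response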
# MrgX1 allo act: human MrgX1 positive allosteric modulation, primary screen. Q96LB2. MrgX1-HEK293, Fluo-4 calcium flux, FDSS; active compounds read high. B-score at 10 µM. hit rate 0.63% among 310,000;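 active = plate-corrected calcium response at least 3 library SD above typical, normal starting fluorescence, not activating the receptor alone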;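 note: compound read alongside a low EC10 to EC30 dose of BAM8-22 agonist; peak minus trough fluorescence over baseline measured at the second addition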
# TRPC4 agonist: activators of mouse TRPC4 channel. hit rate 0.49% among 310,000. HEK293 TRPC4beta/mu-opioid, Fluo4 calcium fluorescence; active compounds read high. B-score at 10 µM. AID 2237. Q9QUQ5;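 active = B-score above 5 SD of library B-scores, and initial fluorescence ratio not above library mean plus 5 SD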;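 note: positive B-score marks a calcium rise read as TRPC4 activation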
#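 Material: TRPC4beta and mu-opioid receptor HEK293 stable cells | Incubation: 45 min room-temperature Fluo4 loading, 110 s read | Detection: Kinetic Fluo4 calcium fluorescence | Measure: Integrated baseline-normalised fluorescence ratio, converted to per-well B score | Benchmarks: Low control buffer alone, high control maximal DAMGO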
# TRPC6 activator: activators of mouse TRPC6 channel; Q61143; HEK293-TRPC6 membrane potential dye fluorescence; active compounds read high; B-score at 10 µM; hit rate 0.13% among 310,000; AID 2550;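 active = B-score of the integrated fluorescence ratio above library mean plus 3 SD, and starting fluorescence ratio within library mean plus 5 SD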;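 note: higher score means more depolarization so channel activation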
# TRPC6 inhibitor: mouse TRPC6 channel inhibition; HEK293-TRPC6, membrane potential dye, ACh-evoked depolarization; active compounds read low; hit rate 1.1% among 310,000; B-score at 10 µM; Q61143;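 active = B-score under library mean minus 3 SD, initial fluorescence not abnormally high, positive integrated signal ratio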;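 note: B-score derived from integrated fluorescence ratio over the kinetic read; more negative B-score means stronger inhibition of depolarization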
# PolyA inh: inhibitors of polyadenylation in S. cerevisiae; AID 1875; hit rate 0.02% among 300,000; S. cerevisiae SKY197-pL101 polyadenylation reporter, beta-gal luminescence; efflux-impaired pdr1/pdr3 knockout yeast; score 100 = 6 SD above DMSO; calls only at 12 µM;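 active = lowest replicate activity score at least 50, where 100 means six control SD above control mean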;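 note: yeast exposed to compound for 9 h at 30 °C; higher score means more reporter readthrough which indicates perturbed polyadenylation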
# * marks the source's active call; other numbers are inactive results; i = inactive; / = no result given. Some of the compounds tested (hit frequency here may not be typical).
SMILES,MrgX1 agonist,AI-2 QS mod,HIF activator,TRPC4 block,MrgX1 antagonist,TRPC4 potent,MrgX1 allo act,TRPC4 agonist,TRPC6 activator,TRPC6 inhibitor,PolyA inh
COc1cc(C(=O)NNC(=O)c2ccc(S(=O)(=O)N3CCCCC3)cc2)cc(OC)c1OC,i,12,0.4,i,i,i,i,i,i,i,i
Cn1c(=O)[nH]c(=O)c2c1nc(N1CCCCC1)n2CCCSc1nc2ccccc2s1,i,12,-1.4,i,i,i,i,i,i,i,i
O=C(NC1CCCC1)C1=COCCO1,i,11,-0.6,i,i,i,i,i,i,i,i
Cn1c(CN2CCCC2)nc2cc(NS(=O)(=O)c3ccc(Cl)cc3)ccc21,i,18,-0.1,i,i,i,i,i,i,i,i
O=C(Oc1ccc(C(=S)N2CCCCC2)cc1)c1ccccc1,i,12,0.3,i,i,i,i,i,i,i,i
C(=NC12CN3CN(CN(C3)C1)C2)c1ccc2c(c1)OCO2,i,32,0.4,i,i,i,i,i,i,i,i
CCOC(=O)c1cc2c(=O)n3ccccc3nc2n(C)c1=NC(=O)c1c(-c2c(F)cccc2Cl)noc1C,i,31,-0.5,i,i,i,i,i,i,i,i
O=C(O)c1ccc(/C=C2\SC(=S)N(Nc3ccccc3)C2=O)cc1,i,36,-0.2,i,i,i,i,i,i,i,i
CCOc1ccc(OCC)c(NC(=O)Cn2c(C)nc3ccccc3c2=O)c1,i,0,-0.3,i,i,i,i,i,i,i,i
O=C(CSc1nnc(-c2ccc(O)cc2)n1Cc1ccco1)N1CCc2ccccc2C1,i,27,0.3,i,i,i,i,i,i,i,i
COc1ccc(Cl)cc1S(=O)(=O)N1CCN=C1c1ccccc1,i,97,-2.8,i,i,i,i,i,i,i,i
NS(=O)(=O)c1cccc(NC(=O)CN2CCN(Cc3ccc4c(c3)OCO4)CC2)c1,i,2,-1.2,i,i,i,i,i,i,i,i
O=C(/C=C/c1ccccc1[N+](=O)[O-])Nc1ccccc1,i,-4,2.3,i,i,i,i,i,i,i,i
Cc1cccc(NC(=O)CSc2nnc(NC(=O)CN3CCOCC3)s2)c1,i,6,0.0,i,i,i,i,i,i,i,i
CCc1ccc(-c2ccc3nnc(SCC(=O)NCC4CCCO4)n3n2)cc1 (stereo not given),i,0,0.4,i,i,i,i,i,i,i,i
COc1ccc(-n2c(SCc3cccnc3)nc3c(c2=O)SCC3)cc1OC,/,34,1.1,i,/,i,/,i,i,i,i
CC1=NN(C(N)=S)C(=O)C1N=Nc1ccc(O)cc1 (stereo not given),/,34,0.4,i,/,i,/,i,i,i,i
Cc1cccc([C@@H]2[C@@H]3C(=O)N(Cc4ccccc4)C(=O)[C@@H]3[C@]3(Cc4ccccc4)C(=O)N(c4cccc(Cl)c4)C(=O)N23)c1,i,30,-0.1,i,i,i,i,i,i,i,i
COc1ccc(CC2(CO)CCN(Cc3ccc(NC(C)=O)cc3)CC2)cc1,i,21,-0.4,i,i,i,i,i,i,i,i
CN(C)C(=O)c1ccc(Nc2nc(-c3cccs3)nc3ccccc23)cc1,i,1,1.1,i,i,i,i,i,i,i,i

# Copied from the listing, two compounds:
SMILES,MrgX1 agonist,AI-2 QS mod,HIF activator,TRPC4 block,MrgX1 antagonist,TRPC4 potent,MrgX1 allo act,TRPC4 agonist,TRPC6 activator,TRPC6 inhibitor,PolyA inh
COc1cc(C(=O)NNC(=O)c2ccc(S(=O)(=O)N3CCCCC3)cc2)cc(OC)c1OC,i,12,0.4,i,i,i,i,i,i,i,i
Cn1c(=O)[nH]c(=O)c2c1nc(N1CCCCC1)n2CCCSc1nc2ccccc2s1,i,12,-1.4,i,i,i,i,i,i,i,i

# Part of the list above, with bars between the fields.
SMILES | MrgX1 agonist | AI-2 QS mod | HIF activator | TRPC4 block | MrgX1 antagonist | TRPC4 potent | MrgX1 allo act | TRPC4 agonist | TRPC6 activator | TRPC6 inhibitor | PolyA inh
Cc1cccc(NC(=O)CSc2nnc(NC(=O)CN3CCOCC3)s2)c1 | i | 6 | 0.0 | i | i | i | i | i | i | i | i
C(=NC12CN3CN(CN(C3)C1)C2)c1ccc2c(c1)OCO2 | i | 32 | 0.4 | i | i | i | i | i | i | i | i
COc1ccc(Cl)cc1S(=O)(=O)N1CCN=C1c1ccccc1 | i | 97 | -2.8 | i | i | i | i | i | i | i | i
COc1ccc(-n2c(SCc3cccnc3)nc3c(c2=O)SCC3)cc1OC | / | 34 | 1.1 | i | / | i | / | i | i | i | i

# Next section:
SMILES,MrgX1 agonist,AI-2 QS mod,HIF activator,TRPC4 block,MrgX1 antagonist,TRPC4 potent,MrgX1 allo act,TRPC4 agonist,TRPC6 activator,TRPC6 inhibitor,PolyA inh
O=C(NCCCNC(=O)c1ccco1)c1ccc(Cl)c(Cl)c1,i,7,-0.9,i,i,i,i,i,i,i,i
O=C(O)CCc1ccc(-c2ccc(F)cc2)n1NC(=O)c1ccco1,i,19,0.3,i,i,i,i,i,i,i,i
CC(Oc1ccccc1)C(=O)Nc1ccccc1F (stereo not given),i,19,-0.3,i,i,i,i,i,i,i,i
CCOC(=O)Cn1c(=O)c2c(nc(Br)n2Cc2ccccc2Cl)n(C)c1=O,i,8,-7.1,i,i,i,i,i,i,i,i
